# TrxR1 inh: qHTS Assay for Inhibitors of Mammalian Selenoprotein Thioredoxin Reductase 1 (TrxR1): qHTS; AID 588453, 2011; Thioredoxin reductase 1, cytoplasmic (Rattus norvegicus), O89049; recombinant rTrxR1, NADPH fluorescence consumption, selenite substrate; Potency, µM (series often up to 114 µM), for inactives: at the highest dose activity change, negative = inhibition, hits mostly inhibitors; actives 1% (n = 390,000); note: potency is the fitted concentration of half-maximal effect; % is set by controls: 0 for no effect and ±100 for the full control effect; nearly all actives have a fitted effect of over 65% in size
#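 Rat TrxR1 (90 nM in the dispensed reagent) was pre-reduced with 400 uM NADPH for 5 min at room temperature, then incubated with compound for 15 min. After 400 uM selenite was added, NADPH fluorescence (Ex 340/Em 450 nm) was followed for 8 min.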
# D2 antag: HTS Assay for Allosteric Antagonists of the Human D2 Dopamine Receptor: Primary Screen for Antagonists; inhibition, % at 10 µM; HEK293 TREx D2 cells, calcium flux, dopamine EC80; actives 2% (n = 340,000); in the data active = inhibition above about 30%; note: 0% is about no effect
#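 Tetracycline-induced HEK293 T-REx cells expressing D2 force-coupled to calcium signalling were dye-loaded, exposed to compound for 180 s, then challenged with an EC80 of dopamine; calcium flux was followed kinetically for a further 180 s.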
# D2 ag: HTS Assay for Allosteric Agonists of the Human D2 Dopamine Receptor: Primary Screen for Agonists | actives 0.53% (n = 340,000) | HEK293 T-REx D2 cells, calcium flux agonist mode | AID 485358, 2010 | activation, % at 2 µM;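 active = activation over 3 SD above normal in the single-dose calcium agonist read, cut at about 30% in these data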; note: 0% is about no effect
#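 Calcium-flux readout, 1 cycle/sec over 180 s following compound pin transfer, in inducible HEK293 Trex D2 cells (force-coupled); dopamine controls included. Positive calcium responses during this window marked compounds as potential agonists.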
# Pin1 inh: qHTS Assay to Find Inhibitors of Pin1; actives 0.009% (n = 390,000); Potency, µM (highest dose often 115 µM), for the others: at the highest dose activity, negative = inhibition, usual class: inhibitors; Pin1 FP peptide displacement, HiFluor488, 10 min; Peptidyl-prolyl cis-trans isomerase NIMA-interacting 1 (Homo sapiens), Q13526; active = well fitted inhibition curve with a large enough effect in the polarisation, with a control signal flat, not every such curve was filed as active; inconclusive = small, poorly fitted or top-dose-only effect, or effect the other way, or a change in a side signal; inactive = no such curve, though single readings can be large or run the other way; the % refers to the polarisation; note: potency is the fitted concentration of half-maximal effect; % is set by controls: 0 for no effect and ±100 for the full control effect
# Target sequence (Q13526 whole entry, looked up): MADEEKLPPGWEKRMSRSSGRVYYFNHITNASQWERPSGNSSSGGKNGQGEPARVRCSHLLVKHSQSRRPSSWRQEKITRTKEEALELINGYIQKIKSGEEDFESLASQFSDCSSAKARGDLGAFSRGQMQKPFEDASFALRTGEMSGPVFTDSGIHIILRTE
# TrxR1 substrate: qHTS Assay for Substrates of Mammalian Selenoprotein Thioredoxin Reductase 1 (TrxR1): qHTS. purified TrxR1 substrate turnover, NADPH consumption readout. Potency, µM (highest dose often 114 µM), without a hit: at the highest dose activity change, negative = substrate turnover. Thioredoxin reductase 1, cytoplasmic (Rattus norvegicus), O89049. actives 0.01% (n = 390,000). AID 588456, 2011; note: potency is the fitted concentration of half-maximal effect; % is set by controls: 0 for no effect and ±100 for the full control effect; nearly all actives have a fitted effect of over 50% in size
#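 Rat TrxR1, dispensed at 90 nM, was prereduced with 400 uM NADPH (final) for 5 min at ~22 deg C, then incubated with compound 15 min before 400 uM selenite. A first-read NADPH fluorescence drop versus no-compound background flagged substrates.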
# mIDH1 inhibitor: qHTS for Inhibitors of mutant isocitrate dehydrogenase 1 (IDH1): qHTS. Isocitrate dehydrogenase [NADP] cytoplasmic (Homo sapiens), O75874. IDH1-R132H enzyme, NADPH consumption, diaphorase/resazurin fluorescence. Potency, µM (top dose mostly 76.6 µM), without a hit: top-dose activity change, negative = inhibition, actives largely listed as inhibitors. actives 0.093% (n = 390,000); note: potency is the fitted concentration of half-maximal effect; % is set by controls: 0 for no effect and ±100 for the full control effect; nearly all actives have a fitted effect of over 65% in size
#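 IDH1-R132H (0.5 ug/mL) preincubated 30 min with compound, then NADPH (0.016 mM) and alpha-KG (2 mM) added; 80 min at RT, pH 7.5. Remaining NADPH coupled via diaphorase/resazurin to fluorescence (540/590 nm); concentration-response curves normalized to no-enzyme control.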
# TRHR enhancer: qHTS for Small Molecule Agonists and Allosteric Enhancers of Human TRH Receptor: Primary Screen for Enhancers | Thyrotropin-releasing hormone receptor (Homo sapiens), P34981 | TRHR cells, fluo-8 calcium fluorescence, EC20 TRH enhancement | enhancement, % at 2 µM | actives 0.66% (n = 360,000); in the data active = enhancement above about 30%; note: 0% is about no effect
#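 Enhancer read-out: after compound pinning and an initial kinetic agonist-mode read, an EC20 of TRH (10 nM final) was injected and fluo-8 calcium signal (Ex 480/Em 530) followed at 1 s/cycle for 100 cycles in TRHR-expressing cells.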
# USP1-UAF1 inh: Inhibitors of USP1/UAF1: Primary Screen; AID 743255, 2014; Potency, µM (titrated, usually from 57.1 µM), inactives show at the top dose activity change, negative = inhibition, most hits filed as inhibitors; Ubiquitin carboxyl-terminal hydrolase 1 (Homo sapiens), O94782; actives 0.23% (n = 390,000); recombinant USP1/UAF1, Ub-Rhodamine cleavage fluorescence; note: potency is the fitted concentration of half-maximal effect; % is set by controls: 0 for no effect and ±100 for the full control effect; nearly all actives have a fitted effect of over 60% in size; inactives centre near -12
# Target sequence (O94782 whole entry, looked up): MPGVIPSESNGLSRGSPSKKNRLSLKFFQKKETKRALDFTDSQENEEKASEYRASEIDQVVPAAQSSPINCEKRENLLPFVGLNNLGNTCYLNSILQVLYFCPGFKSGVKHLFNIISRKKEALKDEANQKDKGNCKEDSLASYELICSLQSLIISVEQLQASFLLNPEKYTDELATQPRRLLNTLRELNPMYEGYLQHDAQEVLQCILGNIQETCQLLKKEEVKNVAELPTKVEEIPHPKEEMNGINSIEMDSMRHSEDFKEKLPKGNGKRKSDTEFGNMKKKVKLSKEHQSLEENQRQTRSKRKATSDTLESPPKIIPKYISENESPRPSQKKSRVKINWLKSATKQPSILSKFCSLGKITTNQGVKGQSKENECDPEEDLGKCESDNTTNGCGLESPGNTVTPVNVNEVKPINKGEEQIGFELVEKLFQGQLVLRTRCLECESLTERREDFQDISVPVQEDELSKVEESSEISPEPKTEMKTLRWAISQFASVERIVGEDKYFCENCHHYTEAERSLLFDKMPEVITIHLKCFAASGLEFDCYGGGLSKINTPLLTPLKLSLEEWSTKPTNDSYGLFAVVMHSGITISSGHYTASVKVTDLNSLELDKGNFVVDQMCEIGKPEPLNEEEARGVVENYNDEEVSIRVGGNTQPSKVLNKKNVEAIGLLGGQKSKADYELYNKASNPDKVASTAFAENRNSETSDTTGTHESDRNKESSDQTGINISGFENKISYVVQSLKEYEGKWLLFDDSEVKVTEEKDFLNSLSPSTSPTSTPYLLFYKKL
#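 USP1/UAF1 complex at 1 nM was preincubated with compound for 15 min at room temperature, then Ub-Rho substrate (150nM final) was added. Fluorescence (480/540 nm) was read kinetically, 6 reads every 60 seconds.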
# TRHR ag: qHTS for Small Molecule Agonists and Allosteric Enhancers of Human TRH Receptor: Primary Screen for Agonists | actives 0.18% (n = 360,000) | TRHR cells, calcium flux fluo-8, FDSS agonist mode | activation, % at 2 µM | Thyrotropin-releasing hormone receptor (Homo sapiens), P34981; in the data active = activation above about 30%; note: 0% is about no effect
#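 Agonist-mode FDSS calcium read (Ex 480/Em 530, 1 s cycles) in 1536-well TRHR cells with fluo-8 dye, after 10-cycle baseline and 23 nL compound addition; TRH at EC20 (10 nM final) added afterwards for the enhancer phase.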
# The depositor's hits bear a star; u = inconclusive; x = no result given; [ ] = remark or other dose. Unless noted, calls come from the whole dose curve; as a rule, active = well fitted inhibition curve with a large enough effect; inconclusive = small, poorly fitted or top-dose-only effect; inactive = no such curve, though single readings can be large or run the other way. This is a subset. The share of hits here may be higher or lower than overall.
Structure	TRHR ag	Pin1 inh	D2 antag	mIDH1 inhibitor	D2 ag	TRHR enhancer	TrxR1 substrate	TrxR1 inh	USP1-UAF1 inh
CCc1ccc2oc(-c3cc(NC(=O)C(C)C)cc(C)c3O)nc2c1	1.0	1%	x	0%	-0.6	-2	-5%	9%	-15%
COCc1cc(CN2CCN(Cc3ccsc3)C(CCO)C2)ccc1OC (stereo not drawn)	-0.2	-4%	-14	5%	-0.1	2	0%[57.1 µM]	14%[57.1 µM]	-7%
Cc1ccc2c(c1)C1CN(C)CCC1N2C(=S)NC(=O)c1ccc(Br)cc1 (stereo not drawn)	0.3	3%	-1	-3%	1.1	5	-3%	-16%	-18%
CC12CCC(C(=O)N(CCCCN3CCN(Cc4ccccc4)CC3)C1=O)C2(C)C (stereo not drawn)	0.6	-9%	x	1%	x	3	-8%	-14%	-16%
Cc1ccc(S(=O)(=O)N(C)CC(=O)Nc2ccncc2)cc1	0.0	-4%	x	10%	x	-7	0%	1%	-13%
CC(C)Cc1csc(NC(=O)C(C)C)c1C(=O)O	0.2	-8%	-10	0%	-0.5	-1	-15%	u	-22%
O=C1c2cccc3cc(Br)cc(c23)C(=O)N1Nc1ccccc1	1.6	2%	-6	-5%	0.3	-4	-2%	1%	4%
CCOc1ccc(-c2cc(C(=O)N3CCN(c4cccc(C)c4)C(C)C3)c3ccccc3n2)cc1 (stereo not drawn)	0.1	-1%	x	0%	-0.4	-14	7%[57.1 µM]	14%[57.1 µM]	0%
Nc1c2c(nc3ccccc13)CCC2	0.9	-10%	-3	1%	-0.4	2	-3%	3%	-5%
O=C(NNC(=O)c1cccc(-n2cccc2)c1)c1ccccc1	0.0	-2%	0	9%	-0.7	4	1%	19%	-13%
O=C(CCSCc1ccccc1F)NCc1cccnc1	0.3	1%	-5	-1%	-0.3	1	9%[57.1 µM]	15%[57.1 µM]	-1%
c1ccc2c(c1)[nH]c1ccccc12	x	-9%	x	4%	x	x	8%	12%	11%
CCOC(=O)c1c(NC(=O)c2cccs2)sc(CC)c1-c1cccs1	1.3	37%[activator]	5	4%	x	1	42%[activator]	33%[activator]	u
CC(=O)c1ccc(N2CCN(C(=O)c3ccc4c(c3)OCO4)CC2)cc1	0.1	0%	-11	4%	-0.5	-6	-10%	-13%	-13%
CCCCCn1cnnc1SCC(=O)c1ccc2c(c1)OCO2	-0.1	10%	2	8%	-0.4	-6	-2%	21%	-6%
CCOC(=O)CCC(NC(=O)CC(=O)NC(CCC(=O)OCC)C(=O)OCC)C(=O)OCC (stereo not drawn)	-0.2	-4%	-11	9%	-0.2	-4	1%	13%	-20%
O=C(CCC1CCCC1)N1CCc2c([nH]c3ccccc23)C1c1ccc(F)cc1 (stereo not drawn)	0.2	-2%	x	-11%	-0.3	0	-1%[57.1 µM]	21%[57.1 µM]	-14%
CCc1nnc(NC(=O)c2cccc(S(=O)(=O)N(C)c3ccccc3)c2)s1	0.6	40%[activator]	-2	-7%	-2.6	0	-1%	13%	2%
COc1cccc(NC(=O)CCP(C)(=O)O)c1	-0.3	-1%	12	-1%	0.3	20	4%[57.1 µM]	8%[57.1 µM]	-6%
O=C1CC2(CCN(C(=O)COc3ccc(F)cc3)CC2)Oc2ccccc21	0.0	-6%	6	-5%	0.3	-3	11%[57.1 µM]	19%[57.1 µM]	-16%
COc1ccccc1OCc1nc(C#N)c(NCc2ccc(C)cc2)o1	-0.4	2%	x	11%	0.1	11	-17%	-27%	-29%
COc1cc(C(=O)Nc2ccc(S(=O)(=O)N3CCCCC3)cc2)ccc1OCC(=O)N1CCOCC1	x	-13%	x	7%	x	x	-1%	-1%	-11%
CC(=O)Oc1ccc(-c2ccc(C(=O)O)cc2)cc1	0.0	-2%	0	0%	0.2	12	-4%	2%	-16%
COc1ccc(CCNC(=O)C2CCN(C(=O)c3ccc(Br)cc3)CC2)cc1	-0.2	1%	2	-7%	0.4	-4	5%	6%[57.1 µM]	-15%
Cc1ccc(S(=O)(=O)NC(C)C(c2cccs2)N2CCN(c3ccccc3)CC2)cc1 (stereo not drawn)	0.5	7%	16	-3%	4.2	6	6%[57.1 µM]	23%[57.1 µM]	-28%
COCCn1nc2cc(C(=O)NCc3cc(C(F)(F)F)cc(C(F)(F)F)c3)ccc2c1OC	-0.4	-3%	-21	1%	0.0	2	53%[activator]	-4%	u
COc1ccc(C(=O)NCc2cn3ccsc3n2)cc1OC	1.0	-5%	-5	2%	1.2	0	6%[57.1 µM]	11%[57.1 µM]	-21%
COc1ccc(OC)c(NC(=O)CSc2n[nH]c(-c3cccnc3)n2)c1	-0.6	-4%	-8	5%	-0.2	2	1%[57.1 µM]	14%	-19%
CCc1nc(Nc2cc(OC)ccc2OC)c2oc3ccccc3c2n1	-0.9	1%	10	3%	-0.3	-3	-6%[11.4 µM]	-11%[11.4 µM]	-8%
COc1cc2c(cc1OC)C1(NCC2)C(=O)Nc2ccccc21 (stereo not drawn)	0.4	-3%	-13	2%	0.2	-9	4%[57.1 µM]	2%[57.1 µM]	-2%
O=C(NCC1CCCN1S(=O)(=O)c1cccs1)c1ccc(F)cc1 (stereo not drawn)	0.2	-2%	-17	4%	0.8	-2	-5%	-7%	-24%
S=c1nc(-c2ccccc2)n(CCN2CCOCC2)c2c1CCCC2	1.0	0%	-6	2%	0.0	3	-15%	u	-20%
CCc1ccc(NC(=O)c2nc3nc(C)cc(C(F)F)n3n2)cc1	-0.1	1%	x	-15%	-0.3	-1	-2%[57.1 µM]	15%[57.1 µM]	-12%
O=C(N/N=C/c1ccco1)c1cccc(NC(=O)c2cccc(Cl)c2)c1	-0.5	0%	-3	0%	-0.2	-6	-9%	-5%	-23%
C=CCc1ccc(OCCOc2ccc(/C=N/n3cnnc3)cc2OCC)c(OC)c1	0.1	-5%	-9	2%	-0.1	-1	11%[57.1 µM]	14%[57.1 µM]	-16%
COc1ccc(CCNC(=O)CSc2cn(CCNC(=O)c3ccc(OC)c(OC)c3)c3ccccc23)cc1OC	-2.1	-1%	x	-11%	x	-2	7%[11.4 µM]	8%	-30%
Cn1c(/C(C#N)=C(\O)c2ccc(Cl)s2)nc2ccccc21	1.6	-1%	x	-1%	x	-7	1%	17%	-26%
CC(OC(=O)c1cccc(S(=O)(=O)N(C)C)c1)C(=O)NCc1ccc2c(c1)OCO2 (stereo not drawn)	-0.1	1%	6	4%	0.6	10	-12%	-9%	-6%
Cc1cc(=O)n2nc(N3CCC(C(=O)NCc4cccc(Cl)c4)CC3)sc2n1	-0.2	u	-4	0%	-0.6	-7	-17%	-21%	-13%
CCOc1ccc(CNS(=O)(=O)c2ccc(-c3ccc(=O)[nH]n3)o2)cc1OC	0.5	-6%	0	-15%	-1.6	7	-3%	-15%	-9%
COc1ccc(CCN(C)CCCN2CC(c3ccccc3)CC2=O)cc1OC (stereo not drawn)	-1.3	0%	-4	3%	0.8	3	1%	5%	-9%
Cc1cccc(-c2noc(CCC(=O)Nc3ccccc3)n2)c1	0.5	-9%	-6	14%	1.6	7	-9%[57.1 µM]	17%	1%
Cc1cc(NC(=O)CCNS(=O)(=O)c2ccc3c(c2)CCCC(=O)N3)ccc1Br	1.3	0%	x	4%	0.3	8	-9%	9%	-20%
Cc1ccc(NCc2nnc(SCC(=O)Nc3cccc(O)c3)n2CC2CCCO2)c(C)c1 (stereo not drawn)	0.8	-5%	28	4%	0.8	-11	16%[57.1 µM]	14%[57.1 µM]	-23%
CCc1nc(N2CCOCC2)c(C#N)c2c1CCCC2	-0.8	-10%	-11	4%	0.4	3	84%[activator]	0%	-18%
CCCc1cc(NCc2ccccn2)n2c(nc3ccccc32)c1C#N	-0.4	5%	-6	-2%	0.1	2	46%[activator][57.1 µM]	23%[57.1 µM]	-10%
Cc1cc(C)c(C2=Nn3c(C)nnc3SC2C)cc1C (stereo not drawn)	-1.7	0%	6	5%	0.0	-5	-7%	-9%	-13%
CCOC(=O)C1CCN(C(=O)Cc2ccc(-c3ccccc3)cc2)CC1	-0.1	-4%	-3	13%	-2.7	-2	3%	20%	-25%
CN1CCN(C(=O)Cn2c(C(F)(F)F)nc3ccccc32)CC1	0.3	-1%	-3	-2%	1.0	5	4%	14%	-11%
Cn1c(CNC(=O)CCNC(=O)c2ccccc2F)cc(=O)n(C)c1=O	0.7	7%	-6	-1%	0.3	9	4%	15%	-28%
CCOC(=O)c1cn(C2CC2)c2c(F)c(NCCCN(C)C)c(F)cc2c1=O	x	-3%	x	-6%	x	x	109%	21%[57.1 µM]	-16%
